Bioassay records: PubChem, several laboratories
RmlCD inh mix: RmlC and RmlD coupled enzyme inhibitors, primary screen, biochemical, 384-well, compound mixtures, retest | RmlC/RmlD coupled enzyme inhibition, 384-well mixture HTS | 110,000 tested, 0.39% active | inhibition, % at 5.5 µM; in the data active means inhibition above about 30%, passing the limit was not always enough; inconclusive means no clear call, values can overlap the other calls; further: strong numbers were not always called active
HIV RNase H inh: HIV-1 RT RNase H inhibitors, primary screen, biochemical, fluorescence. inhibition, % at 10 µM. Gag-Pol polyprotein (Human immunodeficiency virus type 1 group M subtype B (isolate …. 65,000 tested, 1.9% active. AID 565, 2006. RT-RNase H RNA/DNA duplex cleavage; in the data active means inhibition above about 50%
Numbers without * were called inactive; ? = inconclusive; . = no result given. The list is partial; the hit share may differ from the screen's.

Sample of the layout (17 entries):
SMILES	RmlCD inh mix	HIV RNase H inh
O=C(COc1ccccc1)NCC(=O)NC1=NCCS1	-9	-3
COc1ccc(CCNC(=O)c2c(O)c3cccc4c3n(c2=O)CC4)cc1	-26	83*
Cc1cccc(-n2c(-c3ccco3)nc3ccccc3c2=O)n1	-17	-6
Cc1ccc(/C=C/c2nnc(-c3ccccc3)o2)cc1	-2	.
Cc1nc(-c2ccc(Cl)cc2)sc1C1(C)CC(c2ccc(Cl)cc2)=NO1 (configuration not stated)	-13	.
CCCNc1nc(-c2cc(C(=O)Nc3ccccc3)on2)cc(C(C)C)n1	-18	.
O=C1c2ccccc2C(=O)N1CC(=O)N1c2ccccc2CCc2ccccc21	9	.
COc1ccc(-c2nc3scc(-c4ccc(OC)c(OC)c4)c3c(=O)o2)cc1	9	.
COc1ccc2nc(N3CCC(O)CC3)c(C#N)cc2c1	16	-34
COc1ccc(C(CC(=O)O)NC(=O)c2ccccc2[N+](=O)[O-])cc1 (configuration not stated)	4	.
CCOc1ccc(-c2nnn(CC(=O)N3CCN(c4ccc(F)cc4)CC3)n2)cc1OCC	9	-1
C=CCn1c(COc2ccccc2)nnc1SCC(=O)N/N=C/c1cc(Cl)ccc1O	10	.
CC(NC(=O)c1ccc(Br)s1)C1CCCO1 (configuration not stated)	8	.
Cc1cc(OCC(=O)O)c2ccccc2n1	-6	-12
CCN=C1SC(C(=O)Nc2cccc(OCC)c2)CC(=O)N1CC (configuration not stated)	40	-10
Cc1cc(=O)[nH]c2n[nH]c(-c3ccccc3)c12	-31	1
COc1cc(C(=O)Nc2c(C)cc(C)cc2C)c(-n2cnnn2)cc1OC	-7	-3

All compounds of this part (from the top)
SMILES	RmlCD inh mix	HIV RNase H inh
O=C(COc1ccccc1)NCC(=O)NC1=NCCS1	-9	-3
COc1ccc(CCNC(=O)c2c(O)c3cccc4c3n(c2=O)CC4)cc1	-26	83*
Cc1cccc(-n2c(-c3ccco3)nc3ccccc3c2=O)n1	-17	-6
Cc1ccc(/C=C/c2nnc(-c3ccccc3)o2)cc1	-2	.
Cc1nc(-c2ccc(Cl)cc2)sc1C1(C)CC(c2ccc(Cl)cc2)=NO1 (configuration not stated)	-13	.
CCCNc1nc(-c2cc(C(=O)Nc3ccccc3)on2)cc(C(C)C)n1	-18	.
O=C1c2ccccc2C(=O)N1CC(=O)N1c2ccccc2CCc2ccccc21	9	.
COc1ccc(-c2nc3scc(-c4ccc(OC)c(OC)c4)c3c(=O)o2)cc1	9	.
COc1ccc2nc(N3CCC(O)CC3)c(C#N)cc2c1	16	-34
COc1ccc(C(CC(=O)O)NC(=O)c2ccccc2[N+](=O)[O-])cc1 (configuration not stated)	4	.
CCOc1ccc(-c2nnn(CC(=O)N3CCN(c4ccc(F)cc4)CC3)n2)cc1OCC	9	-1
C=CCn1c(COc2ccccc2)nnc1SCC(=O)N/N=C/c1cc(Cl)ccc1O	10	.
CC(NC(=O)c1ccc(Br)s1)C1CCCO1 (configuration not stated)	8	.
Cc1cc(OCC(=O)O)c2ccccc2n1	-6	-12
CCN=C1SC(C(=O)Nc2cccc(OCC)c2)CC(=O)N1CC (configuration not stated)	40	-10
Cc1cc(=O)[nH]c2n[nH]c(-c3ccccc3)c12	-31	1
COc1cc(C(=O)Nc2c(C)cc(C)cc2C)c(-n2cnnn2)cc1OC	-7	-3
COC(=O)C1=C2SC(C)C(=O)N2C(N)=C(C#N)C1c1ccc(OC)c(OC)c1 (configuration not stated)	3	11
CCC(=O)NC(=S)Nc1cccc(NC(=O)c2ccccc2Cl)c1	2	.
Oc1ccc(Cl)cc1-c1cc(-c2ccco2)[nH]n1	-4	.
CCOCC(=O)Nc1nnc(COCC)s1	.	8
Cc1ccc(C)c(N2CCN(C(=O)CCc3nc4ccccc4[nH]3)CC2)c1	8	5
C=CCc1ccccc1OCC(O)CN1CCN(C(=O)OCC)CC1 (configuration not stated)	-4	-10
COc1cc(S(=O)(=O)N2CCC(N3CCCCC3)CC2)ccc1-n1cnnn1	-13	-9
CC(C)OC(=O)CSc1nnc(CNc2cccc(Cl)c2)n1C	11	.
CC(C)CNC(=O)C(=O)NNC(=O)C1CCCCC1	9	.
O=C(Nc1cccc2cccnc12)c1ccc2c(c1)OCCO2	86	.
O=C(Nc1ccccc1C(=O)O)c1ccc(Cl)c(S(=O)(=O)N2CCOCC2)c1	2	2
Cc1cccc(N2CC(=O)N(c3cccc(C)c3)CC2=O)c1	-14	-10
CCc1nnc(NC(=O)CSc2nnc(COc3ccccc3C)o2)s1	11	0
CCOc1ccc(S(=O)(=O)N2CCC(C(N)=O)CC2)c2ccccc12	-13	8
c1ccc2c(-c3nnc(SCc4cn5ccccc5n4)o3)c[nH]c2c1	7	.
COc1ccccc1CNC(=O)CNC(=O)Cn1cnc2ccccc2c1=O	11	-31
C=CCNC(=O)c1onc(CCl)c1C(=O)OC	4	.
CC(=O)Nc1ccc2oc(-c3cc(F)c(F)cc3Cl)nc2c1	-15	-14
CC(C)NS(=O)(=O)c1ccc(CCC(=O)Nc2ccc3c(c2)OCO3)cc1	14	.
CCOc1ccccc1N1CCN(Cc2ccc(OC)c(OC)c2)CC1	?	-11
CC(C)CN(C(=O)COC(=O)c1ccc2c(c1)NC(=O)CS2)C1CCS(=O)(=O)C1 (configuration not stated)	-4	77*
Cc1cc(C)n(CCOC(=O)c2sc3ccccc3c2Cl)n1	1	-23
CCCC(=O)Nc1ccc(C(=O)n2nnc3ccccc32)cc1	-4	19
CCOc1ccc(C2=Nn3c(nnc3-c3cccnc3)SC2)cc1	11	-6
CCc1nnc(NC(=O)Cn2nnc(-c3ccccc3F)n2)s1	2	-3
O=S(=O)(c1cccs1)N1CCC(Cc2ccccc2)CC1	-1	-57
Cc1ccccc1NC(=O)c1ccc2snnc2c1	7	.
Cc1ccc2nc(NC(=O)COC(=O)CSc3nc(C)cc(C)n3)sc2c1	6	.
CC(=O)c1cccc(NC(=O)C2CCCCC2)c1	-13	2
Cc1ccc2[nH]c(=O)c(CN(Cc3ccco3)C(=O)c3ccncc3)cc2c1	-5	13
O=C(C1CC1)N1CCc2cc(Br)cc(S(=O)(=O)NCc3ccc4c(c3)OCO4)c21	-2	-3
CC(C)(C)C(=O)OCCn1c(=O)c2cc3c(=O)n(CCOC(=O)C(C)(C)C)c(=O)c3cc2c1=O	-3	0
CCCCCCN1CC(O)=C(c2nc3ccccc3[nH]2)C1=N	-22	30

Continuation.
SMILES	RmlCD inh mix	HIV RNase H inh
Cn1c(-c2ccc(F)cc2)cnc1SCC(=O)NCc1ccco1	11	0
COC(=O)c1ccc(C(=O)OC)c(NC(=O)COc2ccccc2OC)c1	6	36
CCn1c(NCCc2ccc(OC)c(OC)c2)nc2c1c(=O)n(C)c(=O)n2C	-11	6
CC1CCCN(C(=O)C2CCCN(S(=O)(=O)c3cccc4nsnc34)C2)C1 (configuration not stated)	-5	.
O=C(Nc1ccc(Cl)cc1)c1ccsn1	7	-36
Cn1c(=O)n(Cc2ccccc2)c(=O)c2c1nc1n2CCCN1Cc1ccccc1	-7	-28
O=C(Nc1ccc(N2CCN(C(=O)c3ccccc3)CC2)c(Cl)c1)c1ccco1	-9	4
C[C@H](NC(=O)c1nc[nH]c1C(=O)N1CCN(c2ccccc2)CC1)C(=O)OC(C)(C)C	-10	.
c1csc(Cc2nn3c(-c4ccncc4)nnc3s2)c1	-31	-8
CCC/C(O)=C1\C(=O)CC(C)(C)CC1=NCCO	-6	3
COc1ccc(Cl)c(Cn2c(NCC(C)O)nc3c2c(=O)n(C)c(=O)n3C)c1 (configuration not stated)	5	-8
COc1nc(N)c(S(=O)(=O)c2ccccc2)cc1C#N	10	.
Cc1cccc(N2CCN(C(=O)C(C)C)CC2)c1C	3	.
COc1cc(NC(=O)c2ccccc2)c(OC)cc1Cl	9	.
COc1cc(-n2c(=O)c3ccccc3n(Cc3cccnc3)c2=O)cc(OC)c1OC	-12	-17
O=C(N/N=C/C=C/c1ccc2c(c1)OCO2)c1ccc([N+](=O)[O-])cc1	-11	.
CCCc1nnc(NC(=O)Cn2c(=O)sc3ccccc32)s1	-7	76*
CCOCCCNC(=S)N1C2CCC1CC(NC(=O)NC13CC4CC(CC(C4)C1)C3)C2 (configuration not stated)	8	.
COCCN(CCOC)S(=O)(=O)c1ccc(C(=O)Nc2nnc(C)o2)cc1	2	5
O=C(N/N=C/C=C/c1ccccc1)C(O)c1ccccc1 (configuration not stated)	5	.
CC1CC(CC(C)C(=O)Nc2nncs2)C(=O)O1 (configuration not stated)	1	.
CCCCOCCCn1c(N)c(C(=O)OC(C)COC)c2nc3ccccc3nc21 (configuration not stated)	30	7
O=C(N/N=C/c1ccc2cccc(OCc3ccccc3)c2n1)c1ccc(Cl)cc1	-27	.
O=C(Nc1cccc2nsnc12)C1CC(=O)N(c2ccccc2)C1 (configuration not stated)	10	9
Cc1ccc(Oc2nc3ccccc3n3cccc23)cc1	17	.
CCCS(=O)(=O)N1CCN(c2ccccc2F)CC1	-1	-11
Cc1[nH]c(=O)c(C#N)c2c1CSC(C)(C)C2	-6	.
CCn1c(NN)nc2sc3c(c2c1=O)CCC3	5	.
CCOCCn1c(CN2CCOCC2)nc2c1c(=O)[nH]c(=O)n2C	-7	2
CC(=O)C1=C(C)NC(SCC(=O)c2ccc(-c3ccccc3)cc2)=C(C#N)C1c1cccnc1 (configuration not stated)	-5	.
Cc1ccc(Sc2ccc(N)cc2C#N)cc1	-27	.
CCCCCn1c(Br)nc2c1c(=O)n(CC(N)=O)c(=O)n2C	13	-11
Cc1cccc(-c2nsc(SCC(=O)Nc3cc(C)on3)n2)c1	-7	70*
NS(=O)(=O)c1ccc(Nc2nc(-c3ccc(O)cc3)cs2)cc1	8	12
COC1CC(OC2CCC3(C)C(CCC4C3CCC3(C)C(C5=CC(=O)OC5)C(OC(C)=O)CC43O)C2)OC(C)C1OC1OC(COC2OC(CO)C(O)C(O)C2O)C(O)C(O)C1O (configuration not stated)	3	.
CCOc1ccccc1NC(=O)C1CCCN(S(=O)(=O)c2ccc(OC)c(C)c2)C1 (configuration not stated)	-6	-28
CCOC(=O)C1C(=O)NC(SCC(=O)Nc2nccs2)=C(C#N)C1c1ccccc1OCC (configuration not stated)	18	42
CCOc1ccc(C)cc1S(=O)(=O)N1CCCCC1	-1	-31
Cc1cc(C)c2c(-n3cccc3)c(C(=O)NNS(=O)(=O)c3ccc(Br)cc3)sc2n1	?	.
COc1nc(NS(=O)(=O)c2ccc(C)cc2)nc(C)c1Cl	8	-13
O=C(CSc1ncn(-c2ccccc2)n1)Nc1nccs1	10	.
COC(=O)c1cc(Br)c(=O)n(Cc2ccc3c(c2)OCO3)c1	-12	-5
CCNC(=O)CC(=O)Nc1ccccc1C(=O)O	-8	-6
O=C(CN(C(=O)CCNC(=O)c1ccco1)c1ccccc1)NC1CCCC1	-6	0
COC(=O)c1ccc(N2CCN(S(=O)(=O)c3ccc(Br)cc3)CC2)c([N+](=O)[O-])c1	-8	.
COc1ccc(Cl)cc1NC(=O)CSc1nnc(Cn2c(=O)sc3ccccc32)n1C	-10	-2
C(=C\c1ccccc1)/C=N/n1cnnc1	4	-15
C/C(=N/NC(=O)CNc1ccc(C)cc1)c1ccc(Cl)cc1	-11	.
COc1ccc(OC)c(CCNC(=O)CS(=O)(=O)Cc2nc(-c3ccc(C)cc3)oc2C)c1	2	-16
Cc1ccc(N=C2N=C(N)c3ccccc32)c(C)c1	-7	.

New compounds follow.
SMILES	RmlCD inh mix	HIV RNase H inh
COc1cc(=O)[nH]c(SCc2c(F)c(F)c(F)c(F)c2F)n1	3	-6
COc1cccc(Nc2nc(-c3sc(NC(=O)c4ccccc4)nc3C)cs2)c1	-14	.
COc1ccc(C(=O)NC(=S)Nc2ccc3c(c2)Cc2ccccc2-3)cc1	7	.
Cc1nc2cc(NCc3nc4ccccc4n3Cc3ccccc3)ccc2n1C	.	-7
O=C(Nc1ccc(Cl)c(Cl)c1)N1CCSC1c1ccco1 (configuration not stated)	4	2
O=C(NCc1ccc(F)cc1)C1CCCN1C(=O)NCc1ccccc1 (configuration not stated)	44	-3
COc1ccccc1CNC(=O)c1ccccc1NS(C)(=O)=O	-11	.
Cc1ccccc1OCCCN1C(=O)C(=O)c2cccc(C)c21	.	-33
CCOC(=O)N1CCN(c2cc(NCCC(=O)O)c3c4c(onc24)-c2ccccc2C3=O)CC1	.	12
CCOC(=O)c1c(NC(=O)c2cccs2)sc2c1CCC2	-88	17
CC(C)c1nnc(NC(=O)c2c(O)c3cccc4c3n(c2=O)CC4)s1	.	-21
Fc1cccc(CO/N=C/c2c(-c3ccccc3)nc3ccc(Cl)cn23)c1	-17	.
Cc1ccccc1C(=O)NC(=S)Nc1ccccc1C(F)(F)F	-10	.
CCOC(=O)C1CCN(C(=O)Nc2ccc3snnc3c2)CC1	17	3
Cc1ccc2cc3cc(C(=O)NCCC(C)C)oc3nc2c1	.	-2
COc1cc(-c2nnc(SCc3cc(=O)oc4cc(C)ccc34)o2)cc(OC)c1OC	-8	20
COc1ccc(-c2nc(N3CCOCC3)nc3n[nH]c(N)c23)cc1	-7	-16
Cn1c(SCc2nnc(-c3ccc(F)cc3)o2)nnc1C1COc2ccccc2O1 (configuration not stated)	3	-6
CN1C2=NCCN2C(=O)c2ccccc21	-13	.
CCCCc1c(O)nc(SCC(=O)NCCc2ccc(OC)c(OC)c2)[nH]c1=O	-8	-3
COc1ccc(-n2nc(C(=O)Nc3ccc(OC)c(OC)c3)c3c4ccccc4n(C)c3c2=O)cc1	19	.
CCOc1ccccc1C1N(c2ccc(OC)cc2)C(=O)C2CCCN21 (configuration not stated)	-26	-20
CC(C(=O)Nc1ccc(S(=O)(=O)N2CCCC2)cc1)N1CCN(C(=O)c2ccco2)CC1 (configuration not stated)	8	.
COC(=O)c1ccccc1NC(=O)c1noc2c1CCC2	9	6
c1ccc(-c2nnc(N3CCN(c4ccccn4)CC3)c3ccccc23)cc1	3	-46
O=C(NCc1ccccc1)C(=O)NCC1OCCN1S(=O)(=O)c1cccs1 (configuration not stated)	-18	.
